PERK inh: human PERK inhibition, primary cell-based screen; Q9NZJ5; CHO PERK-DD fusion, SEAP luminescence translation reporter; inhibition, % at 5.6 µM; 220,000 compounds, 0.17% hits; AID 1416;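 active means inhibition above the mean inhibition of all tested compounds plus 3 SD, set separately per screening campaign, cut at about 2.9% in these data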;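 further: PERK kinase domain activated by AP20187 dimerizer at 100 nM; 0% = DMSO with dimerizer and 100% = rapamycin at 8.4 µM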
KCC2 mod: KCC2 (human) Cl- transport modulation | Q9H2X9 | KCC2 cells, thallium flux FluoZin-2 fluorescence | B-score of Tl+ flux slope (higher = more flux/activation; lower = inhibition) at 10 µM | 190,000 compounds, 2.2% hits | AID 1456;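 active means thallium flux slope and its plate-corrected score both differing from the plate sample mean at a set confidence after two filtering rounds, in either direction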;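 further: slope of fluorescence scaled to starting intensity during 10 to 20 s after thallium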
Furin inhibitor: inhibitors of human furin; P09958; purified furin, fluorogenic substrate cleavage; inhibition, % at 30 µM; 220,000 compounds, 0.061% hits; AID 463115; in the data active means inhibition above about 25%; further: inactives centre near -15
KLK5 inh: kallikrein 5 (human) inhibition; inhibition, % at 5 µM; recombinant hK5, fluorogenic AMC substrate cleavage; 210,000 compounds, 0.59% hits; AID 873;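 active means inhibition of 40% or more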;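 further: 0% = enzyme controls without compound and 100% = no-enzyme blanks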
Target sequence (Q9Y337 67-293 limits assumed): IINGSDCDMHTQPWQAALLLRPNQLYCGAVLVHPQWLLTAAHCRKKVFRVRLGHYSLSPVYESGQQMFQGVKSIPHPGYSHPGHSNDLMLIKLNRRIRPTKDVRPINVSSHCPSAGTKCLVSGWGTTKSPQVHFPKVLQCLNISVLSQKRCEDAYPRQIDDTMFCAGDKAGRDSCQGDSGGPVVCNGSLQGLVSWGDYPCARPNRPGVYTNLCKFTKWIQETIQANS
Thrombin inh: inhibitors of human thrombin. AID 1046. 220,000 compounds, 0.26% hits. inhibition, % at 5 µM. alpha-thrombin, Boc-VPR-AMC fluorogenic substrate cleavage. P00734;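 active means inhibition at or above 40%; inactive means inhibition below 40%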;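 further: 0% = enzyme with no compound and 100% = wells without enzyme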
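System: human alpha-thrombin protein; Compound dosing: one concentration per compound, 5 µM, with 0.2% DMSO; Timing: reaction at room temperature; Technique: AMC fluorescence, 355/460 nm; Controls: enzyme without compound as high, wells lacking enzyme as low.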
FXIa inh 1536: inhibitors of human coagulation factor XIa; purified FXIa, Boc-Glu-Ala-Arg-AMC fluorogenic substrate; inhibition, % at 5 µM; 220,000 compounds, 0.14% hits; P03951; AID 798;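 active means inhibition of at least 40%; inactive means inhibition below 40%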;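 further: fluorescence of freed AMC excited at 355 nm; 0% = enzyme without compound and 100% = no enzyme blank; many of its hits are not listed in these tables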
Target sequence (P03951 19-387 limits assumed): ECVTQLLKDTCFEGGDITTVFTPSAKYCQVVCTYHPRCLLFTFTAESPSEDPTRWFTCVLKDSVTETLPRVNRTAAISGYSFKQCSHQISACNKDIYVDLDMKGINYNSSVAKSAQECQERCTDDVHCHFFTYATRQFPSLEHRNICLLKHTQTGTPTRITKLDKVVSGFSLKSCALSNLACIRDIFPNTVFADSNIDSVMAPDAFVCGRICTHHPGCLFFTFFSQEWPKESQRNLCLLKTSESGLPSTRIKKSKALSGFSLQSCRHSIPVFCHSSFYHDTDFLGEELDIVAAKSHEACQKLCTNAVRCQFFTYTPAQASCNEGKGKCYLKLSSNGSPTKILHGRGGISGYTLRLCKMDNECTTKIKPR
Target sequence (P03951 388-625 limits assumed): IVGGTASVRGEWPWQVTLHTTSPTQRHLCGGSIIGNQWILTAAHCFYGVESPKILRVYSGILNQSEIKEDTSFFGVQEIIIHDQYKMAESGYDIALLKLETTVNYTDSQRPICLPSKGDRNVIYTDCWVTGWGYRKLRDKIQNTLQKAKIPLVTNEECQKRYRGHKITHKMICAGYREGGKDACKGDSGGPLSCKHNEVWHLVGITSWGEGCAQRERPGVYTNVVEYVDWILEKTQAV
m-calpain inh: calpain II (pig) inhibition. purified calpain II, fluorogenic peptide substrate, 30 min. inhibition, % at 16 µM. 220,000 compounds, 0.37% hits. AID 1236;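 active means inhibition above about 50%, limit read from the data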
Rad51 HR inh: Rad51 (human) homologous recombination inhibition; inhibition, % at 10 µM; Q06609; 200,000 compounds, 0.085% hits; hRad51 DNA strand exchange, fluorescence dequenching; AID 1385;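 active means inhibition above 40% at the single screening dose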;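 further: 0% = DMSO control wells and 100% = blanks with heterologous ssDNA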
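Test system: preformed human Rad51 ssDNA filaments. Compound dosing: single dose, 10 µM final compound. Incubation: filaments 15 min 37 °C, then compound 30 min. Technique: FRET fluorescence dequenching, excitation 485 nm, emission 520 nm. Read-out basis: percent inhibition from fluorescence, normalised to plate control and blank means. Benchmarks: plate controls and plate blanks.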
FXIIa inh 1536: inhibitors of human coagulation factor XIIa; purified FXIIa, Boc-QGR-AMC fluorogenic substrate, 2 h; inhibition, % at 5 µM; 220,000 compounds, 0.3% hits; AID 800; in the data active means inhibition above about 40%;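 further: 0% = enzyme with no compound and 100% = blank without enzyme; many of its hits are not listed in these tables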
An asterisk follows results filed as active; x = not tested or not shown; & = joins results of further samples; [ ] = another dose, or the depositor's remark. Some of the compounds tested; rates above refer to the full screens.

compound | Furin inhibitor | KCC2 mod | KLK5 inh | Rad51 HR inh | m-calpain inh | Thrombin inh | FXIa inh 1536 | FXIIa inh 1536 | PERK inh
COc1cc(OC)cc(C(=O)NCC(=O)OCc2csc(-c3ccccc3)n2)c1 | -3 | -4.1 | -17 | 5 | 29 | -5 | 9 | 6 | 0.2
Cc1ccc(C(C(=O)NC(C)(C)C)N(C(=O)c2csnn2)c2cccc(F)c2)o1 (centres undefined) | -16[20 µM] | 0.77 | 11 | 0 | 7 | -7 | -9 | -9 | 0.2
Cc1ccc(C(=O)NN2CC(O)=C(c3nc(-c4cccc([N+](=O)[O-])c4)cs3)C2=N)cc1 | -4 | 0.94 | 1 | x | -15 | -2 | 3 | 1 | 0.5
Cc1ccc(OCC(=O)Nc2cccc(O)c2)cc1C | -19[20 µM] | -0.041 | 0 | -6 | 1 | -1 | 0 | 12 | 1.0
O=C1NCCC/C1=N/Nc1cc(F)ccc1F | 0 | 0.3 | -7 | -9 | 1 | -3 | -7 | 6 | 0.6
N#Cc1cc([N+](=O)[O-])ccc1Oc1cccc(/C=N/NC(=O)c2ccc(Cl)cc2)c1 | -16[20 µM] | 0.83 | -13 | -1 | -92 | -4 | -1 | 4 | 0.6
CCOC(=O)C(=NC(C)CC)NNc1ccc(Br)cc1 (centres undefined) | -2 | -0.15 | 2 | x | 12 | 9 | 0 | 5 | -0.6
CCOC(=O)NC(NC(=S)Nc1ccccc1OC)C(Cl)(Cl)Cl (centres undefined) | -10 | 0.041 | -9 | x | -7 | -7 | 3 | 5 | -0.2
O=C(CCOc1ccccc1)Nc1ccc(S(=O)(=O)N2CCCC2)cc1 | -2 | -4.4 | -13 | -1 | 57* | -2 | 7 | 8 | 0.7
CCOC(=O)C1CCCN(CCCc2ccccc2)C1 (centres undefined) | -14 | x | -9&10 | -4 | -6&7 | 0&-3 | 21&-4 | 28&-5 | 0.6&1.3
Cc1ccc(NC(=S)NNC(=O)c2cccc([N+](=O)[O-])c2)cc1Cl | -25 | -1.8 | -19 | 18 | 18 | 1 | 11 | 7 | 2.5
COCCOC(=O)C1=C(C)N(Cc2ccccc2)C(=O)NC1c1cccc(OC)c1OC (centres undefined) | -23[20 µM] | x | -2 | -2 | 14 | -7 | -9 | 3 | -0.7
Nc1nc(N)c2sc3nc4c(cc3c2n1)CCC4 | -4[20 µM] | 0.027 | -11 | 3 | -245 | -6 | 5 | 14 | 0.6
Cc1cccc(C(CC(=O)O)NC(=O)C(F)(F)F)c1 (centres undefined) | -33 | -0.48 | -20 | 17 | 9 | 0 | 1 | 10 | 1.1
COc1cc(Nc2ccc(C)cc2)c([N+](=O)[O-])nc1[N+](=O)[O-] | -5[20 µM] | 1.1 | 0 | 2 | 11 | 5 | 11 | 23 | 0.2
Cc1c(CCO)c(=O)[nH]n1C(=O)c1c(F)cccc1F | -22[20 µM] | x | -8 | -1 | 22 | 1 | -2 | 21 | 0.4
CCC(C)NCC(=O)Nc1cc(S(=O)(=O)N(CC)c2ccccc2)ccc1Cl (centres undefined) | -17 | -0.7 | -7 | x | 9 | 1 | 7 | 12 | -0.5
Cc1cccc(NC(=O)/C(C#N)=C/c2ccc(Sc3ccccc3)o2)c1C | -12 | -2.9 | 3 | 6 | -19 | 2 | 8 | 16 | 0.7
Cc1ccc2occ(/C=N/O)c(=O)c2c1 | 6[20 µM] | -0.46 | -7 | -4 | -12 | -1 | -1 | 9 | 0.9
O=[N+]([O-])c1ccc(C2CCCC/C2=N/OCc2ccc(F)cc2)c([N+](=O)[O-])c1 (centres undefined) | -7[20 µM] | 0.79 | -11 | 4 | 37 | 0 | 5 | 16 | 1.3
O=C(O)C12CC3CC(C1)CC(n1cnc(Cl)n1)(C3)C2 | -16 | 0.95 | -79 | 2 | -8 | -6 | -9 | 8 | 0.5
O=[N+]([O-])c1cc(S(=O)(=O)N2CCCC2)ccc1N/N=C/c1ccncc1 | -5 | 0.031 | -5 | x | -6 | -1 | -6 | 0 | -0.5
O=C(CSc1ncccn1)N1CCN(S(=O)(=O)c2ccccc2)CC1 | -30 | -0.18 | 8 | -11 | -24 | 7 | 5 | 18 | 0.6
COc1ccc(Nc2nc3c(c(=O)n(C)c(=O)n3C)n2CCO)cc1 | -12 | 0.33 | -27 | -11 | 1 | 2 | -8 | 6 | 0.6
CN(C)c1ccc(N=Nc2cccc3ccoc23)cc1 | 3 | -1.2 | 3 | 10 | 14 | 1 | 3 | 8 | -0.1
CCCC12C(=O)C(C)(C(c3ccccc3)=C1c1ccccc1)C1C(=O)N(c3ccc(C)cc3)C(=O)C12 (centres undefined) | -16 | -0.5 | -10 | -34 | -42 | -1 | 9 | 15 | 0.4
CC1(C)CC(=O)C(C=Nc2ccc(NC3=C(C#N)C(=O)CC(C)(C)C3)cc2)=C(O)C1 | 14 | -0.91 | -2 | -1 | 18 | -3 | -2 | 5 | -0.1
O=C(N/N=C/c1c(O)n(Cc2ccccc2)c(=O)c2ccccc12)c1cccnc1 | -30 | -3.2* | 0 | -69 | -77 | -9 | 3 | 8 | -0.2
O=c1c2cnn(-c3ccccc3)c2ncn1Cc1ccccc1F | -13 | -1.3 | 2 | 5 | -2 | 0 | 22 | 23 | 0.5
CC(=O)Nc1ccc(SCC(=O)Nc2sccc2C#N)cc1 | -27 | -0.72 | -3 | -4 | -10 | -11 | -12 | 5 | 0.2
O=C(NCCN1CCOCC1)C(=O)NCc1ccc2c(c1)OCO2 | -5 | 1.1 | 4 | x | 13 | 0 | -2 | 4 | 0.0
COCCNC(=O)c1ccc2c(c1)nc(C)n2-c1cc(OC)c(OC)c(OC)c1 | -9 | -0.052 | 2 | 0 | 4 | 6 | 20 | 27 | 0.6
COc1cc(NS(=O)(=O)c2ccc(C)cc2)c2ncccc2c1 | -24 | 49* | -250 | -3 | -57 | 3 | 3 | 13 | -1.3
Cc1cccc(NC(=O)C2CCCN(S(=O)(=O)c3cccc4nsnc34)C2)c1 (centres undefined) | -24[20 µM] | x | -10 | -2 | -18 | -10 | -3 | -18 | -0.9
Cc1ccc(Cn2cnc3c(cnn3-c3ccc(F)cc3)c2=O)cc1 | -32 | -0.25 | x | x | -12 | -1 | 0 | 11 | 0.3
Cc1cccc(NC(=O)CN2C(=O)COc3ccc(Cl)cc32)c1 | x | x | -9 | 5 | -13 | -3 | 1 | 9 | x
Cc1[nH]c(C)c2c(=O)n(Cc3ccc(Cl)cc3)ncc12 | -20 | 0.083 | -3 | 20 | 2 | -5 | 3 | 5 | 0.4
COc1cc2c(cc1O)C(SC)=NC(C)(C)C2 | -4[20 µM] | -0.3 | 15 | -3 | 3 | 0 | 8 | 12 | -0.5
N#CCCN1CCN(C(=O)c2c(N)no[n+]2[O-])CC1 | -26 | 0.067 | -2 | -2 | -6 | 0 | 1 | -1 | 0.2
COc1cccc(-c2onc3ccc(C4(C)OCCO4)cc23)c1 | -1 | -0.92 | -2 | -19 | 21 | -4 | 4 | 11 | 0.4
Cc1ccccc1CN1CCNC(=O)C1CC(=O)O (centres undefined) | -31 | -0.24 | -13 | 7 | -47 | -8 | 0 | 11 | 1.7
O=C(N[C@@H](Cc1ccc(O)cc1)C(=O)O)C(c1ccccc1)c1ccccc1 | -31 | 1.1 | 5 | -7 | -6 | 2 | 2 | 12 | 1.8
Cc1cc2oc(C(=O)N(Cc3cccs3)C3CCS(=O)(=O)C3)cc(=O)c2cc1Cl (centres undefined) | -14 | 0.37 | 0 | x | -11 | -8 | -1 | 7 | -1.1
COC(=O)c1cnc2c(c(C)nn2C)c1OC | -4 | -0.14 | 18 | -3 | 16 | 12 | 5 | 13 | -0.4
CCCCN(CCCC)C(=O)c1nsnc1-c1ccccc1O | -23[20 µM] | x | -2 | 2 | 9 | -2 | 0 | 5 | -0.2
C=CCN(CC=C)C(=O)COC(=O)c1n[nH]c2ccccc12 | -12 | 0.21 | -2 | 2 | 24 | -6 | 11 | 4 | 0.5
Cc1ccc(NC(=O)C2CC(=O)N(Cc3ccccc3)C2)cc1S(=O)(=O)N1CCCCCC1 (centres undefined) | -18 | -0.82 | -8 | 5 | -10 | -16 | 4 | 11 | 0.5
O=C1CC(NCc2ccc3c(c2)OCO3)C(=O)N1CCc1ccccc1 (centres undefined) | -3 | -0.25 | -13 | 3 | -2 | -5 | 17 | -6 | 0.2
Cc1ccc2nsnc2c1S(=O)(=O)N1CCCC1C(=O)O (centres undefined) | -30 | 0.97 | -3 | 4 | 0 | -9 | -3 | 2 | 0.7
CCOC(=O)c1sc(C)c(C(=O)NC2CCCCC2)c1N | -19[20 µM] | 0.58 | 9 | x | -67 | -6 | -9 | -7 | -0.8

Among those listed so far, 5 contain a COOH group.
compound | Furin inhibitor | KCC2 mod | KLK5 inh | Rad51 HR inh | m-calpain inh | Thrombin inh | FXIa inh 1536 | FXIIa inh 1536 | PERK inh
Cc1cccc(C(CC(=O)O)NC(=O)C(F)(F)F)c1 (centres undefined) | -33 | -0.48 | -20 | 17 | 9 | 0 | 1 | 10 | 1.1
O=C(O)C12CC3CC(C1)CC(n1cnc(Cl)n1)(C3)C2 | -16 | 0.95 | -79 | 2 | -8 | -6 | -9 | 8 | 0.5
Cc1ccccc1CN1CCNC(=O)C1CC(=O)O (centres undefined) | -31 | -0.24 | -13 | 7 | -47 | -8 | 0 | 11 | 1.7
O=C(N[C@@H](Cc1ccc(O)cc1)C(=O)O)C(c1ccccc1)c1ccccc1 | -31 | 1.1 | 5 | -7 | -6 | 2 | 2 | 12 | 1.8
Cc1ccc2nsnc2c1S(=O)(=O)N1CCCC1C(=O)O (centres undefined) | -30 | 0.97 | -3 | 4 | 0 | -9 | -3 | 2 | 0.7

(further entries)
compound | Furin inhibitor | KCC2 mod | KLK5 inh | Rad51 HR inh | m-calpain inh | Thrombin inh | FXIa inh 1536 | FXIIa inh 1536 | PERK inh
Cc1ccc(OCC(=O)N/N=C2\CCOc3c(C)cccc32)cc1 | -14[20 µM] | -0.16 | -17 | 2 | 21 | -3 | 3 | 9 | 1.7
O=C(c1ccco1)N(CCCN1CCOCC1)c1nc(-c2ccc(F)cc2)cs1 | -17 | x | -10 | 9 | -37 | 4 | 3 | 13 | -1.8
CC1(C)CCC(C)(C)NC(=S)N1 | -12 | 0.89 | 11 | 2 | 6 | -7 | 3 | 10 | 0.0
O=C(Nc1cccc(-c2cn3c(n2)SCC3)c1)c1ccc2ccccc2n1 | -7 | -4.3 | 1 | 5 | -100 | -12 | 0 | 3 | 1.4

Screening results (PubChem)
